CHRM4 agonist – human M4 muscarinic receptor agonists, primary screen, CHO-K1 cells, Fluo-8 calcium fluorescence | Muscarinic acetylcholine receptor M4 (Homo sapiens), P08173 | CHO-K1 hM4/Gqi5; vehicle 0%, full acetylcholine response 100% | activation, % at 3 µM | actives 0.14% (n = 360,000);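 active = activation above the run mean over all test wells plus 3 SD, cut at about 32% in these data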;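 also: peak over basal fluorescence ratio per well then scaled between controls; 0% = DMSO wells and 100% = acetylcholine at EC100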
Target sequence (P08173 whole entry, looked up): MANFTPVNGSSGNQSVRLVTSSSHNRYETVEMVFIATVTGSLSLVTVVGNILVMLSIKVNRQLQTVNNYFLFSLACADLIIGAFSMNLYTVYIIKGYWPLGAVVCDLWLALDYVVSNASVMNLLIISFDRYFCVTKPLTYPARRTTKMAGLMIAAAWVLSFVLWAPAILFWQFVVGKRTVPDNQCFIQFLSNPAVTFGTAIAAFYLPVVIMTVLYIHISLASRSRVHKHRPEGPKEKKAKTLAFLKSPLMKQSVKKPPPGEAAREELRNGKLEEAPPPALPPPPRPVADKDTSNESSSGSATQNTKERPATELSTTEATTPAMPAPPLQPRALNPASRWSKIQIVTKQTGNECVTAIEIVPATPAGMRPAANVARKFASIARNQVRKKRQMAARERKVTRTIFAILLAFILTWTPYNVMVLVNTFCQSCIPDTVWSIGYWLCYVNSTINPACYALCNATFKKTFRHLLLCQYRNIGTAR
M4 antag – human M4 muscarinic receptor antagonists, primary screen, CHO cells, Fluo-8 calcium fluorescence; CHO-hM4 cells, ACh EC80; inhibition, % at 3 µM; actives 0.73% (n = 360,000); AID 624125, 2012;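 active = inhibition above its plate's cutoff, the mean inhibition of sample wells plus 3 SD, cut at about 27% in these data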;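 also: 0% = acetylcholine EC80 with DMSO and 100% = DMSO without agonist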
M5 ag – human M5 muscarinic receptor agonists, primary screen, CHO-K1 cells, Fluo-8 calcium fluorescence | CHO-K1 hM5 cells; 0% DMSO wells, 100% maximal acetylcholine response | activation, % at 3 µM | actives 0.19% (n = 360,000);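 active = activation above the run's mean over test compounds plus 3 SD, cut at about 23% in these data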;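 also: signal is peak over basal fluorescence ratio across the kinetic read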
Target sequence (P08912 whole entry, looked up): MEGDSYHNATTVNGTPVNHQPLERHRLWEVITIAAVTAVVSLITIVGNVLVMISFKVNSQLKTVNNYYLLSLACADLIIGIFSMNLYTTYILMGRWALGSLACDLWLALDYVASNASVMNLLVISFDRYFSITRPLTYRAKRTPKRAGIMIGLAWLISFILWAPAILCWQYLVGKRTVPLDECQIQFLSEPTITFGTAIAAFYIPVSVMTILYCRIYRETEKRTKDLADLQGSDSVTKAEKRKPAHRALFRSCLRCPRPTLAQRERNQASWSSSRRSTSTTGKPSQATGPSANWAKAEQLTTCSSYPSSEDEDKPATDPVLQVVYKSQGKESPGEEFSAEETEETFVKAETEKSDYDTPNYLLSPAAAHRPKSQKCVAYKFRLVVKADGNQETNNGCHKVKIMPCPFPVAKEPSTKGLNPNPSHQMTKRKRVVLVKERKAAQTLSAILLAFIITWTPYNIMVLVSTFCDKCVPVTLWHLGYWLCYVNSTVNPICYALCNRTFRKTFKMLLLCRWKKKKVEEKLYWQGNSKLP
CHRM1 PAM – human M1 muscarinic receptor positive allosteric modulators, primary screen, CHO-K1 cells, Fluo-8 calcium fluorescence, 1536-well; Muscarinic acetylcholine receptor M1 (Homo sapiens), P11229; CHO-K1 hM1, ACh EC20; 0% = ACh EC20, 100% = maximal ACh; activation, % at 3 µM; actives 0.088% (n = 360,000); AID 588819, 2011; in the data active = activation above about 19%, passing the limit was not always enough
CHRM1 antagonist – human M1 muscarinic receptor antagonists, primary screen, CHO-K1 cells, Fluo-8 calcium fluorescence, 1536-well | CHO-K1 hM1, ACh EC80 antagonist | actives 1.3% (n = 360,000) | AID 588852, 2011 | inhibition, % at 3 µM;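 active = percent inhibition above its own plate's cutoff, namely the mean of that plate's compound wells plus 3 SD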;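 also: peak over basal fluorescence ratio during 140 s after agonist addition; 0% = ACh EC80 plus DMSO and 100% = DMSO alone without agonist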
CHRM5 antagonist – human M5 muscarinic receptor antagonists, primary screen, CHO cells, Fluo-8 calcium fluorescence; CHO-hM5 cells, ACh EC80; Muscarinic acetylcholine receptor M5 (Homo sapiens), P08912; inhibition, % at 3 µM; actives 0.59% (n = 360,000); AID 624040, 2012;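 active = inhibition above a per-plate cutoff, the mean of that plate's test compounds plus 3 SD, cut at about 27% in these data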;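 also: 0% = acetylcholine EC80 with DMSO and 100% = DMSO without agonist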
M4 PAM – human M4 muscarinic receptor positive allosteric modulators, primary screen, CHO-K1 cells, Fluo-8 calcium fluorescence. Muscarinic acetylcholine receptor M4 (Homo sapiens), P08173. AID 624126, 2012. activation, % at 3 µM. CHO-K1 hM4/Gqi5, ACh EC20; 0% = ACh EC20, 100% = maximal ACh. actives 0.4% (n = 360,000);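 active = activation above its plate's cutoff, the mean activation of sample wells plus 3 SD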; also: some results filed as inactive read as strong as hits
CHRM5 PAM – human M5 muscarinic receptor positive allosteric modulators, primary screen, CHO-K1 cells, Fluo-8 calcium fluorescence | Muscarinic acetylcholine receptor M5 (Homo sapiens), P08912 | CHO-K1 hM5, ACh EC20 PAM; 0% = ACh EC20, 100% = ACh EC100 | activation, % at 3 µM | actives 0.3% (n = 360,000) | AID 624038, 2012;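 active = activation above the run cutoff, the mean activation of all test compounds plus 3 SD, cut at about 18% in these data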
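System: CHO-K1 cell line with stable human muscarinic M5 receptor expression | Also added: EC20 acetylcholine as agonist stimulus | Compound: One concentration, 3 µM final (nominal) | Timing: Fluo-8 loading 80 min at 37 °C plus 30 min room temperature | Measured by: Fluo-8 calcium dye fluorescence, kinetic read | Read-out basis: % activation, ACh-normalized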
CRFBP-R2 agonist – agonists of CRF-BP/CRF-R2 complex, primary screen, cell-based, HEK293, calcium dye fluorescence, uHTS; activation, % at 13.2 µM; CRF-binding protein / CRF receptor 2 complex (human); calcium dye fluorescence (FLIPR); percent of saturating CRF peptide response; actives 0.46% (n = 350,000); AID 588473, 2011;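 active = activation of at least 50%, plus an integration ratio under a set limit after plate pattern correction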;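 also: plate controls were neutral control wells without compound for no effect and CRF at EC100 for full effect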
* hit, by the source's call; x = no result given.

Fields – M5 ag	CHRM4 agonist	CHRM1 PAM	M4 PAM	CHRM5 PAM	CHRM1 antagonist	M4 antag	CHRM5 antagonist	CRFBP-R2 agonist
- Cc1ccccc1CCNC(=O)c1cc(C2CC2)nc2c1cnn2C(C)C
    -11.6	2.6	-8.7	-14.8	-12.5	0.0	-0.3	4.7	1.4
- O=C(NCc1ccncc1)Nc1cccc(Cl)c1
    -6.8	1.3	4.1	1.1	1.8	-7.8	-6.5	-5.0	-3.2
- CCOC(=O)N1CCN(C2=NC3(CCCCC3)C(C#N)C(=O)N2)CC1 (stereo unspecified)
    2.3	-0.1	13.7	19.6	9.7	-3.8	15.6	-6.8	-0.8
- Cc1nnc(SCc2nnc(-c3cccs3)o2)n1Cc1ccccc1
    -0.6	1.6	10.7	1.3	-2.3	-10.4	0.5	7.0	0.8
- CCOC(=O)CCCNC(=O)COC(=O)c1cccc(F)c1
    -5.7	1.1	8.1	-7.9	1.2	-2.2	-9.4	-4.1	-2.5
- O=C(NC1CCCCC1)c1cc([N+](=O)[O-])[nH]n1
    -0.3	1.9	7.1	20.0	2.1	-14.5	-4.0	-1.2	0.2
- CCN(CC)Cc1c(C(=O)N/N=C/c2cccc3ccccc23)nnn1-c1nonc1N
    -4.9	-0.8	6.0	-0.1	-2.3	-2.8	-16.1	-13.5	1.5
- CC(C)OC(=O)c1c(NC(=O)c2ccco2)sc2c1CCCC2
    -3.5	0.2	8.2	-4.2	4.1	-8.9	6.0	-5.9	3.5
- Cc1cc(C)cc(OCC(=O)Nc2nc(-c3cccnc3)cs2)c1
    0.1	2.2	0.4	-0.8	1.6	9.6	-2.9	-1.8	-1.3
- O=C(O)c1ccc(-n2cccc2/C=N\NC(=O)c2cc3cc(Br)ccc3o2)cc1
    7.0	-0.3	6.1	-7.5	1.2	-3.6	10.0	-4.0	-0.1
- O=C(Nn1cnnc1)C(c1ccccc1)c1ccccc1
    -2.7	-0.2	9.2	3.6	4.4	-12.2	-7.3	-1.8	-2.2
- CCCN(CCC)CC(=O)N1CC(=O)Nc2ccccc21
    -4.1	1.0	10.0	6.5	7.3	-14.5	-3.3	-0.4	0.1
- CCN(CC)c1ccc(N2C(=O)/C(=C\c3cccs3)SC2=S)cc1
    -1.8	0.7	-7.4	0.9	-2.6	8.9	-0.3	4.0	-1.6
- CN(C)S(=O)(=O)c1ccc(N2CCCC2)c(C(=O)Nc2nccs2)c1
    -7.5	1.9	-7.6	-2.3	-13.7	7.0	2.4	12.1	-0.2
- O=C(COC(=O)Cc1ccsc1)NC(c1ccccc1)c1ccccc1
    -3.3	-0.3	-0.3	-2.8	1.0	-3.4	0.8	8.3	-1.3
- c1ccc(-c2nc3cccnc3nc2-c2ccccc2)cc1
    -4.6	1.0	1.4	2.5	4.9	-13.1	-1.2	-6.1	2.0
- CCCCCCn1c(CN2CCCCC2)nc2c1c(=O)n(C)c(=O)n2C
    -1.8	-1.9	-6.3	14.7	1.1	1.1	-11.2	-8.9	-1.3
- CCCCC1=NN2C(=N)CC(=O)N=C2S1
    -0.1	0.7	5.0	17.3	11.9	-4.3	-15.4	-22.6	-0.8
- COc1cc(CN2C[C@@H](CO)O[C@@H](n3cnc4c(NC5CC5)ncnc43)C2)cc(OC)c1OC
    4.0	0.7	9.7	2.3	3.2	-3.8	-14.0	7.7	x
- CC(C)NC(=O)CCCn1cc([N+](=O)[O-])cn1
    0.2	1.3	1.3	11.7	6.1	-3.1	-9.7	-0.5	-1.4
- COCCNC(=O)C(c1ccncc1)N(C(=O)c1sc(C)nc1C)c1cccc(C)c1 (stereo unspecified)
    -1.1	1.5	12.3	3.3	-4.8	-20.2	8.0	13.8	-0.7
- CC1(C)C(=O)Nc2ccccc2N1C(=O)Cn1ncc(Cl)c(Cl)c1=O
    -0.9	-0.1	5.8	4.5	3.7	-7.1	-4.2	4.8	1.0
- CC(C)CC(=O)Nc1c2c(nn1-c1ccc([N+](=O)[O-])cc1)CS(=O)(=O)C2
    -0.9	9.4	-1.1	-6.8	-3.1	2.2	4.2	2.1	-2.6
- CC(C)CNS(=O)(=O)c1ccc(OCC(=O)Nc2ccc(F)cc2F)cc1
    -3.2	1.3	7.4	17.8	-0.1	-44.8	-1.6	-2.2	2.8
- CCN(c1ccccc1)S(=O)(=O)c1ccc(Cl)c(NC(=O)CSc2nnc(C)s2)c1
    -3.7	5.7	5.8	-10.4	-3.6	-7.2	-4.6	5.5	2.4
- O=S(=O)(c1cc(F)ccc1F)N1CCN(c2ncnc3ccccc23)CC1
    8.4	19.3	-12.9	-10.4	-25.0	30.8*	18.8	18.6	0.0
- COc1ccccc1NC(=S)NNC(=O)c1ccc(Cl)cc1Cl
    5.3	5.4	7.4	-2.9	-6.1	-1.2	-3.4	2.7	1.0
- O=C(NCc1ccco1)Nc1nnc([C@H]2C[C@H](O)[C@@H](CO)O2)s1
    1.6	-0.6	0.8	-1.5	-1.6	-7.3	2.3	0.9	x
- CC(C)(C)C1CCSC2=NCCC[C@]2(c2ccccc2)C1 (stereo partly specified)
    -7.5	-2.8	x	-12.4	-21.6	x	12.9	-8.1	x
- COc1cc2c(c(OC)c1OC)-c1c(cc3c(c1O)OCO3)C[C@@H](C)[C@@H](C)C2
    -3.4	0.9	-2.5	2.2	-5.3	11.9	1.6	12.9	-3.8
- CC(C)CCNC(=O)C(C)N(C(=O)c1snc(C(N)=O)c1N)c1cnc2ccccc2c1 (stereo unspecified)
    0.9	1.5	17.1	3.0	6.1	-13.9	-9.4	-2.9	-1.2
- Cc1cc(Cl)ccc1OCC(=O)NNC(=O)C1CCCO1 (stereo unspecified)
    2.5	1.4	16.1	1.3	-0.2	-1.5	-4.8	13.2	0.6
- CCOc1ccc(N2CC(C(=O)Nc3ccc4c(c3)OCO4)CC2=O)cc1 (stereo unspecified)
    -2.5	2.7	2.8	3.9	3.2	1.4	-4.3	3.5	-0.2
- CCC(=O)Nc1nc2ccc3sc(C)nc3c2s1
    6.6	0.8	6.5	-0.9	6.4	-11.2	-11.9	1.6	3.4
- COc1cc(OC)cc(C(C)=O)c1
    -7.0	-0.5	9.4	-1.5	1.6	-5.5	-0.5	-5.9	0.1
- CSc1cccc(NC(=S)N(Cc2ccc(C)cc2)Cc2ccccn2)c1
    -1.1	1.0	2.9	2.6	6.6	4.8	2.4	1.0	-2.3
- CCOC(=O)CSc1nc(C)c2cc(C)c(C)cc2n1
    -4.4	0.2	2.2	-3.4	-0.9	3.8	0.6	3.9	-0.3
- CCOc1ccc2[nH]c(=O)c(CN(CCCO)S(=O)(=O)c3ccc(F)cc3)cc2c1
    -1.8	13.1	-1.0	-5.5	-9.0	-2.0	-10.3	11.3	0.7
- Cc1noc(C)c1N=Nc1ccccc1C(=O)O
    -1.1	0.6	6.8	7.0	3.2	-2.6	2.0	9.6	4.6
- COc1ccccc1N1CCN(C(=O)c2cn(-c3ccccc3)nc2-c2cccnc2)CC1
    11.7	24.4	-5.1	-3.8	-17.1	3.0	-14.0	3.8	-2.6
- CCOC(=O)c1ccc(Nc2nc(C)nc3c2nnn3Cc2ccccc2)cc1
    1.2	-0.8	5.0	-0.7	3.2	-5.5	2.5	0.8	8.5
- COc1ccc(OC)c(S(=O)(=O)Nc2c(C)cccc2C)c1
    -2.4	0.3	12.4	0.4	-4.0	-2.7	0.6	5.3	1.1
- COc1ccc(NC(=O)NC2(C)CCS(=O)(=O)C2)cc1 (stereo unspecified)
    -1.8	0.3	5.5	0.7	-0.1	-6.6	5.9	9.2	-1.6
- O=C(c1ccccc1)N1N=C(c2ccc(F)cc2)CC1c1ccc(F)cc1 (stereo unspecified)
    -2.4	-1.3	5.0	1.6	1.5	-10.6	-11.7	8.3	1.8
- Cc1ccc(S(=O)(=O)N2CCCCC2)c2nsnc12
    -4.5	0.8	8.9	-1.3	-0.5	-13.0	-1.6	11.7	-0.8
- O=C(CCCc1ccccc1)NCCN1CCOCC1
    1.0	-0.2	2.7	3.6	-1.5	-2.7	2.3	-2.5	-1.5
- CC1CN(C(=O)c2ccc(NS(=O)(=O)c3ccc(F)cc3)cc2)CC(C)O1 (stereo unspecified)
    -0.8	0.6	13.5	-0.2	2.8	-14.4	6.2	11.6	2.8
- CCN(CC)C1CCN(Cc2cn[nH]c2-c2ccc(OC)c(F)c2)C1 (stereo unspecified)
    -2.7	-0.1	11.5	2.2	12.3	-7.9	-1.9	-8.8	1.6
- O=C(CSCc1c(F)cccc1Cl)NCc1cccnc1
    -0.3	1.9	6.2	1.6	-11.5	-1.5	2.4	17.4	-0.4
- O=C(CN1CCCCCC1)NN(Cc1ccccc1)c1ccccc1
    -18.8	0.2	-22.9	-49.2	-26.0	55.8*	29.3*	12.3	-0.7
- O=c1[nH]c2ccccc2c2nc3ccccn3c12
    -0.1	1.0	0.2	16.4	-4.2	0.6	-2.7	-2.6	2.3
- O=C(Nc1c2c(nn1-c1ccccc1)CS(=O)C2)c1ccco1 (stereo unspecified)
    -3.9	1.1	1.8	7.0	1.0	-6.9	1.3	-0.1	1.0
- CCN(CC)C(=O)C1=C(C)N(Cc2ccc(F)cc2)C(=O)C(CC(=O)NCCCCc2ccccc2)C1 (stereo unspecified)
    -1.6	1.8	11.9	9.4	-0.7	-16.6	-16.8	-6.4	0.6
- CCCCc1nc2sc3c(SCCN(C)C)ncnc3c2c2c1CCC2
    -7.4	2.2	7.0	-6.4	3.4	-13.7	1.2	0.6	-0.2
- O=C(Nc1ccccc1Cl)NC1(C(=O)N2CCC(O)CC2)CCCCC1
    -3.0	-0.3	20.6	-4.9	1.1	-18.8	7.9	8.4	2.5
- COc1ccccc1/C=C\C(=O)NCC(=O)N/N=C(\C)Cc1ccccc1
    -3.7	5.9	8.2	-12.8	-11.3	-9.4	-13.7	16.7	3.4

In the list so far, 2 have a COOH group.
Fields – M5 ag	CHRM4 agonist	CHRM1 PAM	M4 PAM	CHRM5 PAM	CHRM1 antagonist	M4 antag	CHRM5 antagonist	CRFBP-R2 agonist
- O=C(O)c1ccc(-n2cccc2/C=N\NC(=O)c2cc3cc(Br)ccc3o2)cc1
    7.0	-0.3	6.1	-7.5	1.2	-3.6	10.0	-4.0	-0.1
- Cc1noc(C)c1N=Nc1ccccc1C(=O)O
    -1.1	0.6	6.8	7.0	3.2	-2.6	2.0	9.6	4.6
